# TRPC6 inhibitor – mouse TRPC6 channel inhibitors, primary screen, cell-based, HEK293, membrane potential dye | 310,000 compounds, 1.1% hits | AID 2553, 2010 | ACh-evoked depolarization; active compounds read low | Short transient receptor potential channel 6 (Mus musculus), Q61143 | B-score at 10 µM;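 active means B-score under library mean minus 3 SD, initial fluorescence not abnormally high, positive integrated signal ratio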;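 further: B-score derived from integrated fluorescence ratio over the kinetic read; more negative B-score means stronger inhibition of depolarization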
# TRPC4 inh – inhibitors of mouse TRPC4 channel, primary screen, Fluo4 calcium, HEK293 TRPC4beta/mu-opioid cells; DAMGO-evoked Fluo4 calcium flux; active compounds read low; B-score at 10 µM; 300,000 compounds, 0.39% hits; AID 2247, 2010;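 active means B-score over 3 SD under the library average, no early fluorescence shift, positive overall ratio signal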
#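 material = TRPC4beta/mu-opioid receptor HEK293 cell line | probe or stimulus = sequential submaximal and maximal DAMGO stimulation | compound dosing = one concentration per compound | measured by = Fluo4 Ca2+ flux fluorescence | evaluation = integrated fluorescence ratio relative to baseline, converted to per-well B score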
# MrgX1 ag – agonists of human MrgX1 receptor, primary screen, HEK293 cells, Fluo-4 calcium flux; Mas-related G-protein coupled receptor member X1 (Homo sapiens), Q96LB2; Fluo-4 calcium fluorescence, agonist mode; active compounds read high; B-score at 10 µM; 310,000 compounds, 0.44% hits;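 active means calcium response B-score plate-corrected fluorescence ratio at least 3 library SD, with starting fluorescence B-score inside 5 SD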
#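 times = overnight plating, then 30 min 37 °C plus 30 min room-temperature dye loading | assay system = stable human MrgX1 HEK293 cell line | input = fifteen thousand cells per well | signal = kinetic calcium dye fluorescence, Fluo-4 NW | dosing = compound delivered in addition one of three | read-out = B-scored fluorescence response ratio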
# RGS4 inh – RGS4 inhibitors, primary screen, cell-based, HEK293 M3R inducible RGS4, calcium flux; Fluo-4 calcium flux; active compounds read high; triggered by carbachol at its EC20; B-score at 10 µM; 310,000 compounds, 0.45% hits; Regulator of G-protein signaling 4 (Homo sapiens), P49798; AID 463165, 2010;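 active means B-score, a plate-corrected calcium signal, over three deviations above library mean, with baseline fluorescence within five deviations of library mean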;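 further: RGS4 expression induced by doxycycline in cells with stable M3 receptor; B-score is computed from the integrated fluorescence ratio over baseline after carbachol; higher B-score means a larger calcium signal and so more RGS4 inhibition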
# MrgX1 PAM – positive allosteric modulators of MrgX1, primary screen, HEK293 cells, Fluo-4 calcium flux; FDSS; active compounds read high; B-score at 10 µM; 310,000 compounds, 0.63% hits; AID 588675, 2011;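 active means plate-corrected calcium response at least 3 library SD above typical, normal starting fluorescence, not activating the receptor alone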;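 further: compound read alongside a low EC10 to EC30 dose of BAM8-22 agonist; peak minus trough fluorescence over baseline measured at the second addition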
# TMEM16A inh – TMEM16A chloride channel inhibitors, primary screen, cell-based, HTS; Anoctamin-1 (Mus musculus), Q8BHY3; HEK293 TMEM16A/YFP iodide influx fluorescence, ionomycin; normalized B-score (activity score, 25-100; higher = stronger inhibition) at 10 µM; 310,000 compounds, 1.2% hits;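 active means ratio plate-corrected score three or more library SD toward inhibition, starting fluorescence score within five deviations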;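 further: score derived from kinetic fluorescence span divided by baseline fluorescence per well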
# Target sequence (Q8BHY3 whole entry, looked up): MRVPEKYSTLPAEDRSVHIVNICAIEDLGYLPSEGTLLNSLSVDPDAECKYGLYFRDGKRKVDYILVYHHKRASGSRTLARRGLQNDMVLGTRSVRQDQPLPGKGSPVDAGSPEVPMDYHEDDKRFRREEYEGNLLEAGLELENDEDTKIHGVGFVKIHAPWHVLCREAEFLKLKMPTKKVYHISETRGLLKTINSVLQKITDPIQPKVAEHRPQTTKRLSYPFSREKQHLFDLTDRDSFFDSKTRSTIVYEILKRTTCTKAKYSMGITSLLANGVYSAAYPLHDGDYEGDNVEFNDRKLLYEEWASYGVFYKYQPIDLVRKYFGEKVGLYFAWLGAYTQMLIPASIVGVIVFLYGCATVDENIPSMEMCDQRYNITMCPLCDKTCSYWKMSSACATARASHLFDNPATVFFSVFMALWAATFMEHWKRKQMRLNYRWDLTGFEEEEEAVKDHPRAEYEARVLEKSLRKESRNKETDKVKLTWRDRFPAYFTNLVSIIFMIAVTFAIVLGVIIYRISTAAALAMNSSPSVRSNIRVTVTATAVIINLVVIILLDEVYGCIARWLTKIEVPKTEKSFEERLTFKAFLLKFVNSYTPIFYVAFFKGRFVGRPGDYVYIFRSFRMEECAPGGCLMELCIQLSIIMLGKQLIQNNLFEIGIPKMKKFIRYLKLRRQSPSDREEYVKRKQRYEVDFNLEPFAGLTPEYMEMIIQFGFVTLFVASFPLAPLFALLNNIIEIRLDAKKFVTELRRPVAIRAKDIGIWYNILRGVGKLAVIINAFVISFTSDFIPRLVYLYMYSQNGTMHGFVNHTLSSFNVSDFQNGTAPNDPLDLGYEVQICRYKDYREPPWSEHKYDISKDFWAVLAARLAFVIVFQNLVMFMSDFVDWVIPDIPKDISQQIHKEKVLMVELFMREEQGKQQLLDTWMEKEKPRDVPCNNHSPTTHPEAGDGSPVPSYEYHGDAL
# TRPC4 agonist – activators of mouse TRPC4 channel, primary screen, Fluo4 calcium, HEK293 TRPC4beta/mu-opioid cells | Fluo4 calcium fluorescence; active compounds read high | B-score at 10 µM | Short transient receptor potential channel 4 (Mus musculus), Q9QUQ5 | AID 2237, 2010 | 310,000 compounds, 0.49% hits;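 active means B-score above 5 SD of library B-scores, and initial fluorescence ratio not above library mean plus 5 SD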;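 further: positive B-score marks a calcium rise read as TRPC4 activation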
#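 Assay system: HEK293 cells stably co-expressing mouse TRPC4beta and mu-opioid receptor / Timing: Fluo4 dye loading 45 min at room temperature, 110 s recording / Signal: Fluo4 calcium-sensitive dye fluorescence, kinetic, 1 Hz baseline / Read-out: integrated baseline-normalised fluorescence ratio, converted to per-well B score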
# TRPC4 PAM – positive allosteric modulators of TRPC4, primary screen, cell-based, mouse TRPC4beta, HEK293 mu-opioid, Fluo-4 calcium; DAMGO EC20, Fluo-4 Ca2+ flux; active compounds read high; B-score at 10 µM; 310,000 compounds, 0.42% hits; AID 2227, 2009;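 active means B-score of calcium response area above 5 SD of library B-scores, with initial fluorescence ratio within 5 SD of library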;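 further: B-score of integrated fluorescence ratio over time as area under calcium response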
# TMEM16A act – TMEM16A chloride channel activators or potentiators, primary screen, cell-based, HTS | 340,000 compounds, 0.3% hits | B-score at 10 µM | HEK293 TMEM16A/YFP-H148Q/I152L, iodide quench fluorescence; active compounds read low | AID 623877, 2012;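 active means fluorescence-ratio B-score plate-corrected deviation score at least 3 library SD below zero, with starting fluorescence score within 5 deviations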;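 further: channel opened by trigger with iodide after compound preincubation; score built on the fluorescence ratio of max minus min over baseline; more negative score means more quench and so TMEM16A activation or potentiation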
# TRPC6 activator – mouse TRPC6 channel activators, primary screen, cell-based, HEK293, membrane potential dye; Short transient receptor potential channel 6 (Mus musculus), Q61143; HEK293-TRPC6 membrane potential dye fluorescence; active compounds read high; B-score at 10 µM; 310,000 compounds, 0.13% hits;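 active means B-score of the integrated fluorescence ratio above library mean plus 3 SD, and starting fluorescence ratio within library mean plus 5 SD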;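 further: higher score means more depolarization so channel activation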
# MrgX1 antag – antagonists of human MrgX1 receptor, primary screen, HEK293 cells, Fluo-4 calcium flux. BAM8-22 antagonism; active compounds read low. B-score at 10 µM. 310,000 compounds, 1.3% hits. AID 588676, 2011;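 active means calcium-response B-score plate-corrected more than 3 library SD below zero, starting fluorescence within 5 deviations, no agonist response on first addition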;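 further: peak minus trough fluorescence over baseline after final BAM8-22 challenge near maximal dose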
# * marks the source's active call; other numbers are inactive results; i = inactive; / = not tested or not shown.
mol	TRPC6 inhibitor	TRPC4 inh	MrgX1 ag	RGS4 inh	MrgX1 PAM	TMEM16A inh	TRPC4 agonist	TRPC4 PAM	TMEM16A act	TRPC6 activator	MrgX1 antag
CCOc1ccc2[nH]c(=O)c(CN(CCCO)S(=O)(=O)c3ccc(F)cc3)cc2c1	i	i	i	i	i	i	i	i	i	i	i
COC(=O)c1ccc(NC(=O)CSc2nc3cccnc3n2C)cc1	i	i	i	i	i	i	i	i	i	i	i
CCN1C(=O)CC(N2CCN(c3ccc(OC)cc3)CC2)C1=O (configuration not stated)	i	i	i	i	i	i	i	i	i	i	i
O=C(Cn1cnc2ccccc21)c1ccccc1	i	i	i	i	i	i	i	i	i	i	i
O=S(=O)(Nc1ccc(N2CCOCC2)cc1)c1ccccc1	i	i	i	i	i	i	i	i	i	i	i
COC(=O)c1ccccc1NC(=O)CSc1nnc(C(C)NC(=O)c2ccc(Cl)cc2Cl)n1C (configuration not stated)	i	i	i	i	i	i	i	i	i	i	i
NC(=O)CSc1ncc(-c2ccccc2)[nH]1	i	i	i	i	i	i	i	i	i	i	i
CC(C)(NS(=O)(=O)OCC(Cl)(Cl)Cl)c1ccccc1	i	/	i	i	i	i	i	i	i	i	i
O=c1c2ccccc2nc(/C=C/c2c[nH]c3ccccc23)n1-c1ccc([N+](=O)[O-])cc1	i	i	i	i	i	i	i	i	i	i	i
O=C(CCn1c2c(c3ccccc31)CCCC2)NNC(=O)c1ccccc1[N+](=O)[O-]	i	i	i	i	i	i	i	i	i	i	i
CCOC(=O)c1sc2nc(-c3cccnc3)ccc2c1N	i	i	i	i	i	i	i	i	i	i	i
COc1cc(NC(=S)NCCCO)c(OC)cc1Cl	i	i	i	i	i	i	i	i	i	i	i
Cc1ccc(-c2noc(CN(C(=O)C(c3ccccc3)c3ccccc3)C(C)C)n2)cc1	i	i	i	i	i	i	i	i	i	i	i
CCOC(=O)C(C)On1c(-c2cccc(Cl)c2)nc2ccc([N+](=O)[O-])cc21 (configuration not stated)	i	i	i	i	i	100*	i	i	i	i	i
Cc1nc(-c2ccc(Cl)cc2)sc1C1(C)CC(c2ccc(C#N)cc2)=NO1 (configuration not stated)	i	i	i	i	i	i	i	i	i	i	i
O=C(NCc1ccccc1)C1=C[C@@H](c2ccc3c(c2)OCO3)C[C@@H](OCCCCO)O1	i	i	i	i	i	i	i	i	i	i	i
CC(Cc1ccccc1)C(=O)NCc1nc2ccccc2s1 (configuration not stated)	i	i	i	i	i	i	i	i	i	i	i
O=C(Nc1ccccc1)N1CCC(=S)Nc2ccccc21	i	i	i	i	i	i	i	i	i	i	i
COc1cc(CCCN2CCNC[C@H]2Cc2ccc(O)cc2)cc(OC)c1OC	i	i	i	i	i	i	i	i	i	i	i
Nc1ccc(C(=O)O)cc1[N+](=O)[O-]	i	i	i	i	i	i	i	i	i	i	i
O=C(COC(=O)c1ccc(O)cc1)NCCCc1ccccc1	i	i	/	i	/	/	i	i	i	i	/
Cc1ccc2cccc(NC(=O)C(F)(F)F)c2n1	i	i	i	i	i	i	i	i	i	i	i
COc1ccc(C(=O)Nc2ccccc2C(=O)NCCN2CCOCC2)cc1	i	i	i	i	i	i	i	i	i	i	i
Cc1ccc(C(=O)CSc2nnc(COc3cc(C)cc(C)c3)o2)cc1	i	i	i	i	i	i	i	i	i	i	i
CN=C(Nc1cc(C)nn1CCC#N)c1ccc(F)cc1	i	i	i	i	i	i	i	i	i	i	i
CCn1c2ccc(C)cc2c2nc3cc(C(=O)O)ccc3nc21	i	i	i	i	i	i	i	i	i	i	i
COc1ccc(OC)c(C(=O)NC(CC(N)=O)c2ccc(N3CCN(c4ccccn4)CC3)c([N+](=O)[O-])c2)c1 (configuration not stated)	i	i	i	i	i	i	i	i	i	i	i
COc1cc(/C=C/C(=O)Nc2ccc(N3CCCCC3)c(S(=O)(=O)Nc3ccccc3Cl)c2)cc(OC)c1OC	i	i	i	i	i	i	i	i	i	i	i
O=C(Nc1ccc(N2CCN(C(=O)c3ccco3)CC2)cc1)c1cccs1	i	i	i	i	i	i	i	i	i	i	i
O=C(O)CCCNc1ccc([N+](=O)[O-])c(NCCCC(=O)O)n1	i	i	i	i	i	i	i	i	i	i	i
COc1ccc(C(=O)NCc2nnc(SCC(=O)N3CCC(C)CC3)o2)cc1OC	i	i	i	i	i	i	i	i	i	i	i
C=CCNC(=S)Nc1ccc(Br)cc1F	i	i	i	i	i	i	i	i	i	i	i
CCOc1ccc(S(=O)(=O)N(C(=O)c2ccco2)c2cc3sc(=O)oc3c3ccccc23)cc1	i	i	i	i	i	i	i	i	i	i	i
CN(C)CCCNCCCCNC(=O)/C=N/O	i	i	i	i	i	i	i	i	i	i	i
COc1cccc(CNC(=O)CCC2CCCN(C(=O)c3ccoc3C)C2)c1 (configuration not stated)	i	i	i	i	i	i	i	i	i	i	i
CCc1nnc(NC(=O)c2sc3nc4c(cc3c2N)CCCCC4)s1	i	i	i	i	i	i	i	i	i	i	i
C/C(=N\NC(=O)c1ccco1)c1ccc(C(=O)O)s1	i	i	i	i	i	i	i	i	i	i	i
Cc1ccc(C(=O)NCC(C)NC(=O)c2ccc(C)c(C)c2)cc1C (configuration not stated)	i	i	i	i	i	i	i	i	i	i	i
CC(NC(=O)NCCCC(=O)O)(C(F)(F)F)C(F)(F)F	i	i	i	i	i	i	i	i	i	i	i
Cc1cc(C)nc(N2CCCC(C(=O)Nc3nnc(C(C)(C)C)s3)C2)n1 (configuration not stated)	i	i	i	i	i	i	i	i	i	i	i
COc1cc(S(=O)(=O)N2CCCCCC2)c(OC)cc1Br	i	i	i	i	i	i	i	i	i	i	i
O=C(c1cc(=O)[nH]c2ccccc12)N1CC=C(c2ccccc2)CC1	i	i	i	i	i	i	i	i	i	i	i
CC1(C)Cc2ccccc2-c2nnc(-c3ccco3)n21	i	i	i	i	i	i	i	i	i	i	i
CC(=O)Nc1sc(C)c(C)c1C(=O)OCC(=O)Nc1cc(S(C)(=O)=O)ccc1Cl	i	i	i	i	i	i	i	i	i	i	i
COc1ccc(N2C(=O)CSC2c2ccc3c(c2)OCO3)c(OC)c1 (configuration not stated)	i	i	i	i	i	i	i	i	i	i	i
FC(F)(F)c1nc(N2CCCC2)ncc1-c1nnnn1-c1ccc(Cl)cc1	i	i	i	i	i	25*	i	i	i	i	i
COc1ccccc1CN1CC(C(=O)NCc2ccc(N3CCCC3=O)cc2)CCC1=O (configuration not stated)	i	i	i	i	i	i	i	i	i	i	i
CC(C)(C)Cc1nc(-c2ccccn2)no1	i	i	i	i	i	i	i	i	i	i	i
Cc1ccc(-n2c(SCC(=O)Nc3nccs3)nc3c(c2=O)SCC3)cc1	i	i	i	i	i	i	i	i	i	i	i
O=C(c1ccco1)N1CCN(Cc2cccc(F)c2)CC1	i	i	i	i	i	i	i	i	i	i	i

# Continuation:
mol	TRPC6 inhibitor	TRPC4 inh	MrgX1 ag	RGS4 inh	MrgX1 PAM	TMEM16A inh	TRPC4 agonist	TRPC4 PAM	TMEM16A act	TRPC6 activator	MrgX1 antag
Cc1nc2ccc(NC(=O)N3CCN(c4ccccn4)CC3)cc2s1	i	i	i	i	i	i	i	i	i	i	i
C=CCN(CC=C)CCOc1cccc2ccccc12	i	i	i	i	i	i	i	i	i	i	i
CCOC(=O)C1CCCN(C(=O)c2cc(S(=O)(=O)N3CCCCC3)ccc2Cl)C1 (configuration not stated)	i	i	i	i	i	i	i	i	i	i	i
Cc1cc(C)c(NC(=O)CNC(=O)COC(=O)Cc2cccs2)c(C)c1	i	i	i	i	i	i	i	i	i	i	i
COc1ccc(-c2cc(C(=O)Nc3cc(C)on3)c3ccccc3n2)c(OC)c1	i	i	i	i	i	i	i	i	i	i	i
CCOc1cc(C(=O)NCC(=O)N/N=C/c2sccc2C)cc(OCC)c1OCC	i	i	i	i	i	i	i	i	i	i	i
CCn1c(SCC(=O)Nc2cc(C)on2)nnc1-c1ccco1	i	i	i	i	i	i	i	i	i	i	i
CC1CCN(CC(O)COc2ccc(-c3ccccc3)cc2)CC1 (configuration not stated)	i	i	i	i	i	i	i	i	i	i	i
COc1cc2[nH]c(=S)n(Cc3ccco3)c(=O)c2cc1OC	i	i	i	i	i	i	i	i	i	i	i
COc1cccc(C(=O)NNC(=O)c2cccnc2)c1	i	i	i	i	i	i	i	i	i	i	i
O=C(O)C1=C[C@H](C2CC2)C[C@H](OCc2ccc(CO)cc2)O1	i	i	i	i	i	i	i	i	i	i	i
CSc1sc(C(=O)O)c(C)c1C(C)=O	i	i	i	i	i	i	i	i	i	i	i
COc1ccccc1CCNC(=O)c1ccc(Br)s1	i	i	i	i	i	i	i	i	i	i	i
C[C@H](NC(=O)c1nc[nH]c1C(=O)N[C@@H](CCCCN)C(=O)OC(C)(C)C)C(=O)OC(C)(C)C	i	i	i	i	i	i	i	i	i	i	i
Cc1ccccc1Nc1nc(-c2ccccc2)c(C(=O)Nc2cccnc2)s1	i	i	i	i	i	i	i	i	i	i	i

# Rows are unselected (roughly 5.8% active in at least one column).
